Rad51 HR inh: blocks human Rad51 in homologous recombination; hRad51 DNA strand exchange, fluorescence dequenching; inhibition, % at 10 µM; 0.085% of 200,000 active; AID 1385;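 active = inhibition above 40% at the single screening dose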;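 also: 0% = DMSO control wells and 100% = blanks with heterologous ssDNA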
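Assay system: Human Rad51 nucleoprotein filaments preassembled on unlabelled ssDNA | Reagent: Donor/quencher-labelled 47-bp dsDNA substrate | Doses: One concentration, 10 µM final | Times: 37 °C 15-min filament assembly, 30-min compound preincubation, 15-min exchange | Technique: Fluorescein emission 520 nm, excitation 485 nm | Benchmarks: Plate control and blank wells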
PERK inh: inhibitors of human PERK kinase; 0.17% of 220,000 active; inhibition, % at 5.6 µM; CHO PERK-DD fusion, SEAP luminescence translation reporter; AID 1416;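 active = inhibition above the mean inhibition of all tested compounds plus 3 SD, set separately per screening campaign, cut at about 2.9% in these data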;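 also: PERK kinase domain activated by AP20187 dimerizer at 100 nM; 0% = DMSO with dimerizer and 100% = rapamycin at 8.4 µM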
Target sequence (Q9NZJ5 whole entry, looked up, the tested form may be a part): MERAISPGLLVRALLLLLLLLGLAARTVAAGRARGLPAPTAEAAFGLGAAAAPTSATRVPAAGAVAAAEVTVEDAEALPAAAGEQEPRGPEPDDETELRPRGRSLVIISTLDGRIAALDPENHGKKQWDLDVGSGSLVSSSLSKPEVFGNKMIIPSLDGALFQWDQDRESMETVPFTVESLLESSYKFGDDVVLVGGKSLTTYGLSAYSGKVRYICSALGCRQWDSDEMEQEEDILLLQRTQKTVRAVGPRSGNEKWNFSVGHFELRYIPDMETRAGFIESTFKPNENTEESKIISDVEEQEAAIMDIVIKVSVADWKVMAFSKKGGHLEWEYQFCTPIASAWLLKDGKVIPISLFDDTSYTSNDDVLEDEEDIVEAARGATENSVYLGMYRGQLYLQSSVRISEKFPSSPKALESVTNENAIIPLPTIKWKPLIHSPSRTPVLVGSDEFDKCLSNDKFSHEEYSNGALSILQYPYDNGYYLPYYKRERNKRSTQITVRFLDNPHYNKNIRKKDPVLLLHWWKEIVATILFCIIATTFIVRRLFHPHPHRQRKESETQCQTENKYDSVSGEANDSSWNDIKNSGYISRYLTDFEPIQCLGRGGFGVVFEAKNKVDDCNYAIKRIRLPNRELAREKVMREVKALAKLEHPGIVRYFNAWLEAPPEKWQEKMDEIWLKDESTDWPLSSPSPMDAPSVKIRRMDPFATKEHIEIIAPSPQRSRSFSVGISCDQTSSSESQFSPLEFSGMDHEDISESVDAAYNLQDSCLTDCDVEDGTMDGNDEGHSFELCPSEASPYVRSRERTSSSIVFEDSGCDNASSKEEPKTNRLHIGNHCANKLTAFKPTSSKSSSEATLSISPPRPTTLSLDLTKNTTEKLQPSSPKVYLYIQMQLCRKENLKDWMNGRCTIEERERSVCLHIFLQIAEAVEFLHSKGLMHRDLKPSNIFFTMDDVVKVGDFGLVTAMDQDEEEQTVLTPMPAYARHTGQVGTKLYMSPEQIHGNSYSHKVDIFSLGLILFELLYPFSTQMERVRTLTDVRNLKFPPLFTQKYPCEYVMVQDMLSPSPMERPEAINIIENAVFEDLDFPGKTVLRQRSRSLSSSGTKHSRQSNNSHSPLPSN
Cl transport mod: KCC2 (human) Cl- transport modulation | KCC2 cells, thallium flux FluoZin-2 fluorescence | Q9H2X9 | AID 1456 | B-score of Tl+ flux slope (higher = more flux/activation; lower = inhibition) at 10 µM | 2.2% of 190,000 active;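 active = thallium flux slope and its plate-corrected score both differing from the plate sample mean at a set confidence after two filtering rounds, in either direction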;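 also: slope of fluorescence scaled to starting intensity during 10 to 20 s after thallium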
KLK5 inh: blocks human kallikrein 5 protease activity. inhibition, % at 5 µM. recombinant hK5, fluorogenic AMC substrate cleavage. AID 873. 0.59% of 210,000 active. Q9Y337;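 active = inhibition of 40% or more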;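 also: 0% = enzyme controls without compound and 100% = no-enzyme blanks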
FXIIa inh 1536: inhibitors of human coagulation factor XIIa | purified FXIIa, Boc-QGR-AMC fluorogenic substrate, 2 h | P00748 | 0.3% of 220,000 active | inhibition, % at 5 µM; in the data active = inhibition above about 40%;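 also: 0% = enzyme with no compound and 100% = blank without enzyme; many of its hits are not listed in these tables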
FXIa inh: blocks human coagulation factor XIa protease activity. P03951. 0.14% of 220,000 active. inhibition, % at 5 µM. purified FXIa, Boc-Glu-Ala-Arg-AMC fluorogenic substrate;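 active = inhibition of at least 40%; inactive = inhibition below 40%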;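 also: fluorescence of freed AMC excited at 355 nm; 0% = enzyme without compound and 100% = no enzyme blank; many of its hits are not listed in these tables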
Furin inhibitor: inhibitors of human furin | purified furin, fluorogenic substrate cleavage | 0.061% of 220,000 active | AID 463115 | inhibition, % at 30 µM | P09958; in the data active = inhibition above about 25%; also: inactives centre near -15
Calpain2 inh: calpain II (pig) inhibition. purified calpain II, fluorogenic peptide substrate, 30 min. inhibition, % at 16 µM. 0.37% of 220,000 active;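 active = inhibition above about 50%, limit read from the data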
Thrombin inh: inhibitors of human thrombin | inhibition, % at 5 µM | 0.26% of 220,000 active | AID 1046 | P00734 | alpha-thrombin, Boc-VPR-AMC fluorogenic substrate cleavage;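 active = inhibition at or above 40%; inactive = inhibition below 40%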;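 also: 0% = enzyme with no compound and 100% = wells without enzyme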
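Material: human alpha-thrombin protein. Incubation: reaction at ambient temperature. Technique: fluorescence of released AMC, ex 355 nm, em 460 nm. Control set: no-compound enzyme wells and no-enzyme blanks. Also added: Boc-VPR-AMC substrate, 15 µM final. Buffer or medium: pH 7.5 Tris (50 mM) with NaCl 150 mM, Tween 20 0.05%.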
* hit, by the source's call; . = not tested or not shown; [ ] = another dose, or the depositor's remark.

SMILES | Rad51 HR inh | PERK inh | Cl transport mod | KLK5 inh | FXIIa inh 1536 | FXIa inh | Furin inhibitor | Calpain2 inh | Thrombin inh
CC(Oc1ccc(F)cc1)c1ccnc2nc(/N=C/N(C)C)nn12 (centres undefined) | -7 | 0.8 | -0.19 | 19 | 9 | 7 | -19 | -214 | -1
OCc1c(Cl)nc2ccccn12 | -10 | -0.1 | 0.13 | 19 | 17 | 3 | -3 | 6 | -5
NC(=O)NC(Cc1ccccc1)C(=O)NCC1(N2CCCCC2)CCCCC1 (centres undefined) | -2 | 1.4 | 0.75 | -5 | 16 | 0 | -34 | -11 | -2
CC(C)=NN/C(N)=N/C(=S)Nc1ccc(C)cc1 | -3 | 0.4 | -0.086 | -17 | 5 | 7 | -5 | 11 | -4
Cn1c(SCc2cccc(Cl)c2)nc(C(F)(F)F)cc1=O | -7 | 0.0 | -0.95 | -26 | 16 | 3 | -10[20 µM] | -16 | 1
Cc1ccc(N=C/C(C(=O)C(F)(F)F)=C(\O)c2cccs2)cc1 | 3 | -0.6 | 1.2 | 8 | 18 | 3 | -3[20 µM] | -6 | 6
N=c1n(CC(=O)c2cccc([N+](=O)[O-])c2)c2ccccc2n1Cc1ccccc1 | 22 | 0.9 | 1.3 | 2 | 4 | 1 | -19 | -42 | -2
CCOC(=O)CNC(=O)CSc1nnc(-c2ccccc2OC)n1CC | 8 | -0.4 | . | -7 | 5 | 3 | -14 | -8 | 0
O=C1NC2(CCCCCC2)C(=O)N1Cc1ccc([N+](=O)[O-])cc1 | 6 | -0.3 | 0.14 | -5 | -4 | -3 | -15 | 32 | -8
OCCCNc1ncnc2sc(-c3ccccc3)cc12 | 8 | 0.5 | -1 | 0 | 10 | 5 | -36 | -90 | .
Cc1ccc(/C(O)=C2/C(=O)C(=O)N(CCCn3ccnc3)C2c2ccccn2)cc1 (centres undefined) | . | -0.1 | . | 3 | -3 | -2 | -17[20 µM] | -5 | -4
Cc1cc(-c2ccccc2)nc(N/N=C/c2cccnc2)n1 | -5 | 0.0 | -1.5 | 3 | 6 | 1 | -10 | -30 | -7
Cc1nc(C)c(-c2csc(NCc3ccccc3)n2)s1 | -6 | 0.5 | -1.7 | 31 | 16 | 19 | -11 | 5 | -5
N#C/C(=C\c1ccc(Sc2ccccc2)o1)c1nc2ccccc2[nH]1 | -17 | 0.5 | 1 | -5 | 13 | 9 | -12 | -90 | -8
CCCC(C(=O)NCc1ccco1)N(C(=O)CNS(=O)(=O)c1ccccc1)c1ccc(OC)cc1 (centres undefined) | -9 | -0.7 | 1.3 | -1 | 5 | -2 | -6 | 29 | -7
COc1ccc([C@@H]2C[C@@H](c3ccccc3)Oc3cc(OC)cc(OC)c32)cc1 | 6 | . | -0.56 | -4 | 1 | -5 | -31 | -13 | -7
O=C(Nc1ccc(Cl)cn1)Nc1ccccc1Cl | -5 | 0.3 | 0.21 | -6 | -1 | 2 | -32 | -10 | -5
C=CCn1c(COc2cc(C)ccc2C(C)C)nnc1SCC(=O)c1c(N)n(C)c(=O)n(C)c1=O | . | 1.2 | -0.92 | -16 | 27 | 17 | -28 | -10 | 4
Cn1cccc1C(=O)NC(=O)COC(=O)CC12CC3CC(CC(Br)(C3)C1)C2 | -2 | -0.1 | 0.26 | 7 | -3 | 1 | -18[20 µM] | 27 | 1
CCN(CC)c1cc(C)c2cc(NC(=O)CNC(C)=O)ccc2n1 | -2 | -0.1 | . | 142* | -7 | -8 | -6 | . | 0
CNC(=O)c1oc(-c2ccc(Cl)cc2)nc1C | 3 | 1.1 | 0.18 | -22 | 2 | -5 | -23 | -11 | 2
Cc1ccc(NNC(=O)c2c(C)noc2C)cc1Cl | 18 | 0.5 | -0.32 | -3 | 13 | -4 | -7 | -3 | 4
CCn1c(=O)cc(SCC(=O)N2CCN(C(=O)c3ccco3)CC2)c2ccccc21 | 3 | -0.1 | 1 | -6 | 3 | -9 | -1 | 24 | -4
CCc1ccc(NC(=O)c2cnc(N3CCN(c4ccccn4)CC3)c3ccccc23)cc1 | -9 | 0.9 | -1.4 | 1 | 3 | -2 | 11 | -497 | -11
Cc1nc2ccccc2c2oc(C(=O)NC3CC3)cc12 | 4 | 0.2 | 0.7 | -3 | 2 | -11 | -3 | 8 | -8
O=C(O)Cc1sc(-c2ccccc2)nc1-c1cccs1 | 4 | 0.2 | -1.9 | 1 | 9 | -2 | -23 | -49 | -2
CCOC(=O)C1CCN(C(=O)C(CC)c2ccccc2)CC1 (centres undefined) | 11 | -0.5 | 0.41 | -5 | -2 | -3 | -21 | 2 | -12
COc1cccc(CNC(=S)NC2CCCC2)c1 | -3 | -0.1 | -0.56 | 10 | -3 | -8 | -8 | 12 | -4
O=C(COC(=O)c1cccnc1)Nc1cccc(Cl)c1 | -1 | 1.5 | 1.3 | -17 | 3 | -5 | -23 | -48 | -11
O=CN(/C=C1\Sc2ccccc2C1=O)Cc1ccccc1 | 0 | 0.9 | 0.044 | -1 | 12 | 7 | -4[20 µM] | -13 | -3
Cc1oc(-c2ccc3c(c2)OCCO3)cc1C(=O)NCC(=O)O | 6 | 0.6 | 0.19 | 0 | 5 | -1 | -26 | -44 | -8
COC(=O)c1ccc(-c2ncc(-c3cccc4ccccc34)o2)cc1 | -3 | 0.4 | -0.31 | -78 | -55 | -21 | -16[20 µM] | -149 | -15
C=CCNC(=S)N1CCC(C(=O)c2ccc3c(c2)OCCO3)CC1 | 1 | 0.1 | -0.24 | 19 | 9 | -3 | -12 | -4 | -3
Cc1[nH]ccc(=O)c1Oc1ncc(C(F)(F)F)cc1Cl | -11 | 0.1 | 1.8 | 5 | 4 | 0 | -22 | -58 | -4
COc1ccc(NCc2nnc(SCC(=O)Nc3cc(C)cc(C)c3)o2)cc1 | -1 | -0.8 | 0.055 | -3 | 1 | 0 | -21[20 µM] | -31 | -5
CCOC(=O)c1sc(N=NC2=C(O)CC(C)(C)CC2=O)c(C(=O)OCC)c1C | -17 | 0.3 | 1.2 | 2 | 12 | 6 | 0 | -25 | -1
O=C(CCc1cnccn1)NC1CCCc2c1cnn2-c1ccc(F)cc1F (centres undefined) | -9 | 0.1 | 0.63 | 1 | 8 | -3 | -21 | -27 | -9
C/C(=N\NC(=O)C(N)=O)c1ccc2c(c1)OCCO2 | -88 | 1.6 | 0.47 | 2 | 8 | 1 | -19 | -17 | 7
CCOc1ccc(-n2c(N)c(C(=O)N3CCN(C)CC3)sc2=S)cc1 | 0 | -0.1 | 0.54 | -7 | 3 | -8 | 1 | 14 | -6
Clc1ccccc1Cn1nnc2c(N3CCOCC3)nc(C3CC3)nc21 | . | 0.4 | -0.74 | 0 | 1 | -6 | -6[20 µM] | -6 | -5
CCN1CCc2c(OCc3ccc(C)cc3)cccc2C1=O | 4 | 0.1 | -1.5 | 0 | 9 | -3 | -15 | 9 | -5
COc1ccc(C(=O)NCc2cccs2)cc1S(=O)(=O)N1CCOCC1 | -1 | 0.7 | 0.68 | -2 | 6 | 0 | -29 | -1 | 7
CC1Oc2ccccc2C=C1/C=N/NC(=O)c1ccccc1O (centres undefined) | 9 | 0.4 | -0.11 | -6 | 7 | 17 | -13 | -17 | 2
COc1ccc(OC)c(-c2cnc(OC(C)(C)C)nc2OC(C)(C)C)c1 | -5 | 0.5 | -0.92 | -11 | 8 | 4 | -6 | 13 | -5
Cc1ccc(CN2CCN(c3ccccn3)CC2)s1 | -1 | 0.0 | 0.4 | -19 | 17 | -5 | -23[20 µM] | 7 | 4
C=CCN1C(=O)C(CC(=O)NCC)SC1=Nc1ccc(S(N)(=O)=O)cc1 (centres undefined) | 3 | 0.4 | 0.99 | -7 | -4 | -10 | -18[20 µM] | -4 | -2
Cc1c(C(=O)N2CCCc3ccccc32)oc2ccc(S(=O)(=O)N3CCOCC3)cc12 | -2 | 0.4 | 0.12 | -2 | 0 | 2 | -22 | -40 | -3
CCC(c1nnnn1Cc1ccccc1)N(Cc1ccco1)Cc1cc2cc(OC)ccc2[nH]c1=O (centres undefined) | 1 | -0.8 | -0.2 | -41 | 21 | 6 | -21 | -48 | -1
CC(=O)OC1OCCOC1NC(=S)NCc1ccco1 (centres undefined) | 2 | 1.0 | -0.014 | 1 | 6 | -5 | -33 | -138 | -14
O=C(COC(=O)c1cc(S(=O)(=O)NCc2ccccc2)ccc1O)NCc1ccccc1 | . | 0.1 | -1.6 | -20 | -4 | -4 | -27[20 µM] | -30 | 0
Cc1cc(C)cc(NC(=O)Nc2ccc(N3CCCCC3)cc2)c1 | -7 | 1.1 | -0.32 | -9 | 8 | 2 | -11 | 0 | -7
Cc1nn2c(nc1=O)SCC(c1ccccc1)=N2 | 0 | 0.1 | . | 4 | 8 | 4 | -13[20 µM] | 1 | -5
COc1ccc(C(=O)N/C(=C\c2cccc3ccccc23)C(=O)N2CCN(C)CC2)cc1OC | 7 | -0.3 | 0.085 | 0 | . | -3 | -22 | -28 | -3
CC(C)(C)CC(=O)Nc1nnc(SCC(=O)Nc2ccccc2F)s1 | 1 | 1.2 | -0.58 | 0 | 9 | -1 | -26 | 0 | -4
CC(=O)Nc1ccc(C(=O)CSc2nnc3scc(-c4ccccc4)n23)cc1 | -6 | 0.2 | 0.02 | 6 | 20 | 8 | -23 | 2 | 3
Cc1[nH]c2c(Cl)cccc2c1CCNC(=O)C1CCCCC1C(=O)OCC(F)(F)F (centres undefined) | 10 | -1.4 | -2.6 | 8 | 9 | -1 | -12 | 25 | -11
CCn1c(CSc2nnc(-c3ccoc3C)n2C)nc2cc(S(=O)(=O)N(C)C)ccc21 | -2 | 0.3 | -0.17 | 9 | -5 | -6 | -25 | -30 | -5

Part of the list above, with values under each structure.
The line under a structure holds: Rad51 HR inh, PERK inh, Cl transport mod, KLK5 inh, FXIIa inh 1536, FXIa inh, Furin inhibitor, Calpain2 inh, Thrombin inh
CCN1CCc2c(OCc3ccc(C)cc3)cccc2C1=O
→ 4, 0.1, -1.5, 0, 9, -3, -15, 9, -5
COc1ccc(C(=O)NCc2cccs2)cc1S(=O)(=O)N1CCOCC1
→ -1, 0.7, 0.68, -2, 6, 0, -29, -1, 7
CC1Oc2ccccc2C=C1/C=N/NC(=O)c1ccccc1O (centres undefined)
→ 9, 0.4, -0.11, -6, 7, 17, -13, -17, 2
COc1ccc(OC)c(-c2cnc(OC(C)(C)C)nc2OC(C)(C)C)c1
→ -5, 0.5, -0.92, -11, 8, 4, -6, 13, -5
Cc1ccc(CN2CCN(c3ccccn3)CC2)s1
→ -1, 0.0, 0.4, -19, 17, -5, -23[20 µM], 7, 4
C=CCN1C(=O)C(CC(=O)NCC)SC1=Nc1ccc(S(N)(=O)=O)cc1 (centres undefined)
→ 3, 0.4, 0.99, -7, -4, -10, -18[20 µM], -4, -2
Cc1c(C(=O)N2CCCc3ccccc32)oc2ccc(S(=O)(=O)N3CCOCC3)cc12
→ -2, 0.4, 0.12, -2, 0, 2, -22, -40, -3
CCC(c1nnnn1Cc1ccccc1)N(Cc1ccco1)Cc1cc2cc(OC)ccc2[nH]c1=O (centres undefined)
→ 1, -0.8, -0.2, -41, 21, 6, -21, -48, -1

A portion of the library; rates above refer to the full screens.
